# Measles CPE: protection of cells from measles virus. Measles virus-infected cells, CPE protection, absorbance. protection (pct of control), % at 4 µM. 140,000 compounds, 1.5% hits. AID 841; in the data active = protection mostly above about 24%, no sharp cut-off; inactive = mostly below about 26%; also: some compounds called inactive have numbers as strong as hits
# Yeast lifespan up: yeast lifespan extension. S. cerevisiae growth with nicotinamide, OD615; deaD strain in restrictive glucose medium. 130,000 compounds, 0.68% hits. inhibition of the nicotinamide effect, % at 10 µM;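 active = inhibition above a set limit, placed 3 SD over the median of all compounds, cut at about 26% in these data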;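 also: 0% = nicotinamide-treated wells and 100% = cells grown without nicotinamide; some compounds called inactive have numbers as strong as hits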
#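 System: Modified budding yeast, DeaD strain | Buffer or medium: Restrictive glucose medium | Also added: 1.5 mM nicotinamide | Doses: 10 µM single point, 0.25% DMSO | Schedule: 48 h compound exposure at 30 °C, humidified | Detection: Absorbance at 615 nm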
# NPY-Y2 antag: NPY-Y2 (human) receptor antagonism; P49146; NPY-Y2 expressing cells, antagonist mode; inhibition, % at 2.7 µM; 140,000 compounds, 0.99% hits; AID 793; in the data active = inhibition above about 17%;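 also: 0% = vehicle with agonist challenge and 100% = reference antagonist with challenge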
# Target sequence (P49146 whole entry, looked up): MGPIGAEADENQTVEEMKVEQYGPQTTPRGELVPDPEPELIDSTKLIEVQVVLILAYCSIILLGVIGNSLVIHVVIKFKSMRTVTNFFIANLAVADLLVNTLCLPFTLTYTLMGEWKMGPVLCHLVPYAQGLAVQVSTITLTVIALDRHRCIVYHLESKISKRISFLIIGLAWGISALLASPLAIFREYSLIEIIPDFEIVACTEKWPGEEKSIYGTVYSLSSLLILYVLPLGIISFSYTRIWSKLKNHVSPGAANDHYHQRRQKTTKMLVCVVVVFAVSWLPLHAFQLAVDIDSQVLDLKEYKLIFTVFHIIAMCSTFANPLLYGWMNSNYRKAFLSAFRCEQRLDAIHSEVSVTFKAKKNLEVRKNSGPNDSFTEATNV
# Phagocytosis inh: inhibitors of macrophage phagocytosis | inhibition, % at 5 µM | AID 1029 | J774A.1 macrophage IgG-bead phagocytosis, imaging | 110,000 compounds, 0.07% hits;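 active = inhibition above the mean of the plate negative controls plus 5 SD, cut at about 13% in these data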;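 also: phagocytic index as fraction of beads internalized from green versus red external bead signal; plate controls were DMSO negative control for no effect and cytochalasin-D positive control for full effect; some results beyond the cut were filed as inactive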
# MRP1 act: activators of MRP-1; H69AR cells + doxorubicin, viability rescue, CellTiter-Glo; viability increase, % at 10 µM; 140,000 compounds, 0.61% hits;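 active = viability gain under doxorubicin at or above a set limit, the compound median plus 3 SD, cut at about 4.7% in these data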;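 also: MRP-1 overexpressing cells given doxorubicin 25 µM after compound pretreatment; 18-22 h compound pretreatment then 72 h with doxorubicin before readout; 0% = doxorubicin-only wells and 100% = vehicle-treated cells without doxorubicin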
# GALR2 antag: antagonists of human galanin receptor 2 (GALR2). AID 828. inhibition, % at 4 µM. O43603. GALR2-expressing cells, antagonist mode. 140,000 compounds, 0.39% hits; in the data active = inhibition above about 27%;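 also: cells stimulated with galanin 1-16 at roughly its EC80; 0% = agonist challenge control and 100% = basal control without agonist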
# Target sequence (O43603 whole entry, looked up): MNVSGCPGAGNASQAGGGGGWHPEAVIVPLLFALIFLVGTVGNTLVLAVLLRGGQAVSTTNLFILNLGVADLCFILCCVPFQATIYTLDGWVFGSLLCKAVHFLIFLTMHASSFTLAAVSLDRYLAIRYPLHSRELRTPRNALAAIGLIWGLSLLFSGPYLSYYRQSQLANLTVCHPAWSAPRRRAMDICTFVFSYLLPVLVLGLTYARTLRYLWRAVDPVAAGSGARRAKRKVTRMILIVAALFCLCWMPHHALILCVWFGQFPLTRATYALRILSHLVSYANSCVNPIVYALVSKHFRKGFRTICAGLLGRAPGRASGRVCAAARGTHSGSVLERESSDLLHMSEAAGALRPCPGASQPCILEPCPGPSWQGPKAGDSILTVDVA
# Yeast growth inh: yeast BB579 growth reduction in restrictive medium | 140,000 compounds, 0.51% hits | S. cerevisiae BB579 growth, OD615, 48 h | inhibition, % at 10 µM;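 active = inhibition above a set limit, 3 SD over the mean compound inhibition, cut at about 44% in these data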; also: inactives centre near -24
#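 Test system: S. cerevisiae DeaD strain BB579 yeast; Medium: restrictive CSMM-D medium; Compound: one dose, 10 µM compound with 0.25% DMSO; Incubation: 4 h cell preincubation, 48 h compound exposure, 30 °C humidified; Signal: OD at 615 nm; Benchmarks: amphotericin B at 10 µg/mL as positive control.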
# E-sel TNF inh: TNF alpha driven E-selectin expression inhibition | 120,000 compounds, 0.71% hits | HUVEC TNFa-induced E-selectin immunofluorescence, high content | inhibition, % at 2 µM;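 active = inhibition above the batch mean plus 3 SD, and confirmed as a hit on visual image review, cut at about 43% in these data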;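 also: 0% = TNF-stimulated DMSO wells and 100% = unstimulated control wells; not every result past the cut was called active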
# bCat KO growth: beta-catenin-lacking colon tumor cell growth suppression. viability, % at 10 µM. 140,000 compounds, 1.5% hits. AID 818. HCT116 beta-catenin knockout viability, CellTiter-Glo, 60 h; stronger effect = lower value;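 active = viability at or under a set limit, the compound median less 4 SD, cut at about 6% in these data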;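 also: 0% = Hyamine 1622 control at 20 µM and 100% = untreated cell control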
# PTEN del growth: growth suppressors of cells with PTEN tumor suppressor deletion; HCT116 PTEN-null viability, CellTiter-Glo, 60 h; stronger effect = lower value; viability, % at 10 µM; 140,000 compounds, 1.2% hits; AID 827;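 active = viability at or below a set limit, 4 SD under the median of all tested compounds, cut at about 3.7% in these data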;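 also: PTEN knockout HCT116 line with beta catenin targeted HCT116 as companion control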
# * hit, by the source's call; · = no result given; & = joins results of further samples.
# Each structure is followed by: MRP1 act	bCat KO growth	Phagocytosis inh	GALR2 antag	Yeast growth inh	NPY-Y2 antag	Measles CPE	E-sel TNF inh	Yeast lifespan up	PTEN del growth
1: FC(F)Oc1ccccc1NC(=S)NCc1ccco1
 : -2.6	88	·	-4	3	-1	4	-11	·	95
2: CC(C)c1nc(SCC(=O)N2c3ccccc3CC2C)c2ccccc2n1 (configuration not stated)
 : -1.7	53	0	-7	-30	10	16	·	15	57
3: O=C(Nc1ccc(COc2ccccc2)cc1)c1cccc([N+](=O)[O-])c1
 : -1.9	82	-10	-2	-33	-2	1	8	1	77
4: O=S(=O)(Nc1ccc(N2CCOCC2)nn1)c1ccccc1
 : -2.0	98	-1	2	19	2	8	-22	0	103
5: C/C(Cc1ccccc1)=N\NC(=O)C1CCCCC1
 : 0.6	94	-2	-5	-60	6	5	-30	-3	95
6: COC(=O)c1ccccc1NC(=S)NC(NC(=O)c1ccccc1[N+](=O)[O-])C(Cl)(Cl)Cl (configuration not stated)
 : -1.7	102	·	-4	-28	4	31	37	-8	96
7: Cn1ncc(Cl)c(Oc2ccc(C(C)(C)C)cc2)c1=O
 : -3.5	81	-1	-2	-46	-1	27	·	24	98
8: COc1ccc2oc(=O)c(/C(C)=N/NC(=O)c3ccncc3)cc2c1
 : 0.5	98	-1	-3	-12	-1	9	·	-6	98
9: N#Cc1c(-c2ccccc2)cc(-c2ccco2)c(C#N)c1N
 : -2.4	34	-2	-6	-51	6	5	-6	-13	35
10: CCOC(=O)CCCNC(=O)COc1ccccc1C#N
 : -0.7	89	-1	9	-11	-1	5	-19	66*	93
11: O=C(OCc1ccc2c(c1)OCO2)c1ccc(S(=O)(=O)N2CCCC2)cc1
 : 0.2	97	0	-6	-45	4	4	-2	-10	89
12: O=C(Nc1cnccn1)c1cccs1
 : -2.2	91	2	3	-23	2	7	7	-7	99
13: COCC(C)NCc1cccc([N+](=O)[O-])c1 (configuration not stated)
 : -2.1	101	·	6	-3	5	3	-28	-18	102
14: O=C1CC(c2ccccc2)CCc2sccc2N1 (configuration not stated)
 : -1.6	105	0	-4	-32	3	13	-10	-13	83
15: COc1ccc(-n2c(C)cc(C(=O)CSc3nn4c(=O)c(C(C)(C)C)nnc4s3)c2C)cc1
 : -4.5	81	-1	-17	-27	3	7	·	-8	94
16: CCCc1noc(-c2ccc(-c3ccccc3)cc2)n1
 : 0.2	102	1	0	-40	-1	8	27	-6	97
17: Cc1ccc(C)c(NC2=C(Cl)C(=O)OC2OC(=O)c2ccco2)c1 (configuration not stated)
 : -2.0	76	-1	3	-3	1	16	11	-2	72
18: CCn1c(Cc2ccccc2)nnc1SCC(=O)Nc1nc2ccccc2s1
 : -0.4	91	3	3	-67	9	30	-10	5	92
19: Cc1cc(C)nc(N2CCC(C(=O)NCC3CCCCC3)CC2)n1
 : -1.9	101	-1	-8	14	1	33*	16	0	99
20: Cc1ccc(C)c(NC(=O)C2C(c3ccccc3)C2(Cl)Cl)c1 (configuration not stated)
 : -4.4	85	0	6	-24	3	18	-32	-5	73
21: O=C(CO/N=C/c1ccccc1OC(F)F)NC1CCCCC1
 : 1.7	76	-8	3	-11	8	6	·	0	102
22: Cc1nc(SCCC(=O)O)c2ccccc2n1
 : -0.3	88	-2	9	7	8	5	-30	-6	96
23: COc1ccc(CCC(=O)NC(C)C)cc1
 : -1.6	87	-2	8	1	1	16	·	4	96
24: NC(=O)C1CCN(c2nc(-c3ccc(Br)cc3)cs2)CC1
 : -0.9	104	-1	9	-18	-4	1	·	4	96
25: CC(C)(C)n1nnnc1C(c1cccs1)N(Cc1cccnc1)Cc1ccccc1Cl (configuration not stated)
 : 0.1	13	0	-5	-22	5	6	-30	-5	12
26: Cc1ccc(C)c(-n2c(N)c(C(N)=O)sc2=S)c1
 : -1.4	100	·	8	-38	2	22	-27	-5	103
27: CC(=O)Nc1cccc(C(=O)NC(C)c2ccc(S(N)(=O)=O)cc2)c1 (configuration not stated)
 : -1.3	100	0	8	-7	1	4	-13	-17	91&88
28: CCn1cc(CNC(=O)C2C3CCC(C3)C2C(=O)O)cn1 (configuration not stated)
 : -0.7	101	·	-1	-17	3	12	-16	0	107
29: Cc1ccc(NC(=O)CN2C(=O)N/C(=C/c3ccc(C)s3)C2=O)cc1
 : 1.5	91	-3	14	-23	2	25	·	5	93
30: Cc1ccc2cc(CN(CCN3CCOCC3)Cc3nnnn3Cc3ccco3)c(=O)[nH]c2c1C
 : -2.1	79	-1	-4	-46	8	7	-29	9	85

# 4 records picked at random from the list so far:
# Each structure is followed by: MRP1 act	bCat KO growth	Phagocytosis inh	GALR2 antag	Yeast growth inh	NPY-Y2 antag	Measles CPE	E-sel TNF inh	Yeast lifespan up	PTEN del growth
24: NC(=O)C1CCN(c2nc(-c3ccc(Br)cc3)cs2)CC1
 : -0.9	104	-1	9	-18	-4	1	·	4	96
7: Cn1ncc(Cl)c(Oc2ccc(C(C)(C)C)cc2)c1=O
 : -3.5	81	-1	-2	-46	-1	27	·	24	98
2: CC(C)c1nc(SCC(=O)N2c3ccccc3CC2C)c2ccccc2n1 (configuration not stated)
 : -1.7	53	0	-7	-30	10	16	·	15	57
30: Cc1ccc2cc(CN(CCN3CCOCC3)Cc3nnnn3Cc3ccco3)c(=O)[nH]c2c1C
 : -2.1	79	-1	-4	-46	8	7	-29	9	85

# (listing goes on)
# Each structure is followed by: MRP1 act	bCat KO growth	Phagocytosis inh	GALR2 antag	Yeast growth inh	NPY-Y2 antag	Measles CPE	E-sel TNF inh	Yeast lifespan up	PTEN del growth
31: CCC(=O)c1c[nH]c(C(=O)NCCCN2CCOCC2)c1
 : -0.9	87	1	1	-15	3	12	-32	-3	87
32: COc1ccccc1C(=O)NNC(=O)CCCN1C(=O)/C(=C/c2cccs2)SC1=S
 : -2.5	70	·	-11	-27	1	19	0	-2	82
33: CC1(c2ccccc2)NC(=O)N(CC(=O)NCCC2=CCCCC2)C1=O (configuration not stated)
 : 0.3	105	·	-1	-31	1	1	·	-4	95
34: COC(=O)C(C)Sc1ccc2nnc(-c3cccc(F)c3)n2n1 (configuration not stated)
 : -3.3	84	·	2	-23	1	0	-5	0	101
35: COC(=O)c1ccc(C(=O)NC(=S)Nc2nc3c(s2)CCCC3)cc1
 : -3.0	88	·	-6	-43	13	3	·	-4	98
36: c1ccc(-c2cnn3nnnc3n2)cc1
 : -1.1	111	-1	-1	-12	1	8	·	1	97
37: CCCC(=O)NCCc1cc2c(C)ccc(C)c2[nH]c1=O
 : 0.5	107	0	13	4	3	19	·	-7	95
38: O=C(CSc1nnc(Cc2ccccc2)o1)NCCc1ccccc1
 : -0.7	96	-1	10	-10	1	7	-23	-22	92
39: Cc1ccc2[nH]c3c(c2c1)CN(C(=O)CN1CCN(c2ccccn2)CC1)CC3
 : -4.6	88	1	9	-40	1	6	·	4	94
40: Cn1nc(C(F)(F)F)c(C(=O)Nc2ccc(F)cc2F)c1Sc1ccc(C(F)(F)F)cc1
 : -0.3	95	·	1	-43	7	9	1	-3	101
41: CC1CCC(NC(=O)C2CCC(CNS(=O)(=O)c3cccc4nsnc34)CC2)CC1 (configuration not stated)
 : -1.7	42	0	-1	-69	0	10	·	3	63
42: Cc1nnc(SCc2nnc(-c3ccccc3Br)o2)n1-c1ccccc1
 : -1.4	108	-1	1	-9	-1	2	-15	-12	88
43: Cc1cccc(OCCNC(=O)c2ncn[nH]2)c1
 : -1.7	96	-2	1	-38	3	23	-2	-1	106
44: COc1ccc(-c2noc(CCC(=O)N(C)c3cccc(C)c3)n2)cc1
 : 2.6	53	0	1	-37	10	9	17	-10	61
45: CCC(NC(=O)C1CCC1)c1ccc(C)cc1 (configuration not stated)
 : 0.5	94	·	-16	-27	6	4	-10	·	98
46: COc1ccc(C)cc1NC(=O)c1[nH]c(C)c(C(C)=O)c1C
 : -1.7	88	2	27*	-26	1	18	·	-15	90
47: Cc1cc(C(=O)OCc2nc3ccccc3s2)c(C)o1
 : -4.3	80	0	-13	-20	3	10	-4	-27	104
48: Cc1cccc(NC(=S)NC2CC3CCC(C2)N3Cc2ccco2)c1C (configuration not stated)
 : -4.3	52	·	-5	-22	3	4	-36	-16	72
49: Cc1nn(Cc2ccccc2Cl)c2sc(C(=O)Nc3ccccc3N3CCOCC3)cc12
 : -1.9	31	-1	-6	-6	5	20	·	-6	25
50: N/C(=N\OC(=O)CCc1ccccc1)c1ccc(Cl)cc1
 : 0.1	102	-2	6	-25	4	41	6	-7	101
51: CCCc1nc2ccccc2n1CCOC
 : -2.9	90	-1	-11	-20	1	25	·	-5	101
52: Cc1ccccc1CSCC(=O)Nc1c(C)n(C)n(-c2ccccc2)c1=O
 : -1.5	95	-3	2	-20	3	16	·	1	98
53: Cc1cc2oc(=O)cc(CN3CCN(Cc4ccccc4)CC3)c2cc1Cl
 : -3.4	91	·	-1	-42	5	5	·	-23	84
54: CCC(=O)N1CCN(c2ccc(NC(=O)COc3ccccc3Cl)cc2)CC1
 : -0.1	27	-1	-27	-36	2	11	5	-15	40
55: O=C(N1CCOCC1)N1CCN(c2ccccc2)CC1
 : -3.7	101	-2	-4	-55	-1	4	-17	-15	93
56: CCOCCn1c(CN2CCC(Cc3ccccc3)CC2)nc2c1c(=O)n(C)c(=O)n2C
 : ·	·	1	-6	·	0	·	11	·	·
57: COc1ccc(S(=O)(=O)Nc2cccc(N(C)S(C)(=O)=O)c2)cc1Br
 : -1.8	88	-7	1	-8	0	18	-9	-3	94
58: O=C1c2ccccc2C(=O)N1CCn1c(=O)oc2ccccc21
 : -1.4	103	0	-3	-13	-2	2	13	-7	108
59: CCOC(=O)C1=Nc2ccccc2C1=[N+]=[N-]
 : -1.7	61	0	13	100*	2	2	-55	-20	56
60: Cc1ccc(S(=O)(=O)NCCNC(=O)c2ccccc2)cc1
 : -1.1	100	-3	-4	-43	4	20	·	4	103
61: CCOc1ccccc1OCCCCOc1ccccc1F
 : 0.6	100	-6	7	-34	8	17	·	-8	94

# Six of these compounds, set out differently:
35: COC(=O)c1ccc(C(=O)NC(=S)Nc2nc3c(s2)CCCC3)cc1
36: c1ccc(-c2cnn3nnnc3n2)cc1
37: CCCC(=O)NCCc1cc2c(C)ccc(C)c2[nH]c1=O
38: O=C(CSc1nnc(Cc2ccccc2)o1)NCCc1ccccc1
39: Cc1ccc2[nH]c3c(c2c1)CN(C(=O)CN1CCN(c2ccccn2)CC1)CC3
40: Cn1nc(C(F)(F)F)c(C(=O)Nc2ccc(F)cc2F)c1Sc1ccc(C(F)(F)F)cc1

Compound,35,36,37,38,39,40
MRP1 act,-3.0,-1.1,0.5,-0.7,-4.6,-0.3
bCat KO growth,88,111,107,96,88,95
Phagocytosis inh,·,-1,0,-1,1,·
GALR2 antag,-6,-1,13,10,9,1
Yeast growth inh,-43,-12,4,-10,-40,-43
NPY-Y2 antag,13,1,3,1,1,7
Measles CPE,3,8,19,7,6,9
E-sel TNF inh,·,·,·,-23,·,1
Yeast lifespan up,-4,1,-7,-22,4,-3
PTEN del growth,98,97,95,92,94,101

# Screens as filed in PubChem BioAssay.
